Source: PubChem BioAssay (several laboratories)
SUMO HTRF inh: SUMOylation inhibition; P63279; HTRF SUMOylation assay, SAE1/SAE2 + UBC9, in vitro; inhibition, % at 35 µM; hit rate 0.36% among 290,000; in the data active = inhibition above about 50%, passing the limit was not always enough; note: strong numbers were not always called active
CRFBP-R2 block: antagonists of CRF-binding protein/CRF-R2 receptor complex; HEK293 CRF-R2/CRF-BP, CRF-induced calcium fluorescence; inhibition, % at 11.8 µM; hit rate 0.59% among 350,000; AID 588475;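 active = inhibition of the ligand-induced calcium signal above about 50% at the single tested concentration, limit read from the data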
GalR3 antag: blocks the human galanin receptor 3; O60755; HEK293 GalR3-CNG cAMP membrane potential fluorescence; galR3 body fused to GalR1 C-terminus; inhibition, % at 3 µM; hit rate 0.44% among 360,000;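 active = inhibition above the screen-wide average plus 3 SD, cut at about 13% in these data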;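 note: forskolin and galanin both at EC90 stimulate the cells; cAMP rise reported by CNG channel membrane potential dye signal; 0% = forskolin plus galanin with DMSO and 100% = forskolin alone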
NS3 helicase inh: HCV NS3 helicase inhibition; NS3 helicase DNA unwinding, Cy5 molecular beacon fluorescence; hit rate 0.56% among 290,000; AID 1800; inhibition, % at 10.9 µM;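 active = inhibition above the mean of all tested compounds plus 3 SD, set per campaign, cut at about 35% in these data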;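 note: 0% = DMSO wells and 100% = thioflavine S control wells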
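Material: hepatitis C virus NS3 helicase domain fragment enzyme; measured by: Cy5 fluorescence, 0 and 60 min reads; control set: DMSO and thioflavine S; incubation: 60 min unwinding reaction at 25 °C after ATP addition; read-out basis: % inhibition from 60/0 min fluorescence ratio, DMSO 0%, thioflavine S 100%; repeats: singlicate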
VIM-2 inh: blocks Pseudomonas aeruginosa VIM-2 metallo-beta-lactamase; inhibition, % at 5.6 µM; purified VIM-2, nitrocefin hydrolysis, epi-absorbance fluorescence; hit rate 0.89% among 290,000;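 active = inhibition above the mean of all tested compounds plus 3 SD, cutoff set per screening run, cut at about 7.5% in these data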;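 note: red hydrolysis product quenches plate fluorescence so inhibitors raise well fluorescence; 0% = enzyme with DMSO and 100% = DMSO without enzyme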
IMP-1 inhibitor: blocks Pseudomonas aeruginosa IMP-1 metallo-beta-lactamase. inhibition, % at 5.6 µM. purified IMP-1, nitrocefin hydrolysis, epi-absorbance fluorescence. hit rate 0.45% among 290,000. AID 1556;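 active = inhibition above the mean plus 3 SD of all compounds in the same screening run, cut at about 4.5% in these data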;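 note: 0% = IMP-1 with DMSO and 100% = DMSO wells lacking enzyme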
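System: Purified IMP-1 | Read-out basis: Percent enzyme inhibition | Controls: IMP-1 with DMSO as 0%, enzyme-free DMSO as 100% | Replicates: One well per compound | Doses: 5.6 µM nominal single concentration | Detection: Epi-absorbance fluorescence, 480 nm excitation, 530 nm emission | Incubation: 25 °C, 15 min preincubation, 25 min reaction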
p-CIP stab down: compounds decreasing mouse p/CIP protein stability; Q05BA5; F442A p/CIP-EGFP cells, EGFP fluorescence, 16 h; decrease of EGFP signal, % at 10 µM; hit rate 0.01% among 290,000; AID 1984;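 active = EGFP signal decrease of at least 30% at 10 µM or well 3 SD below plate mean, unless failing retest; inactive = the rest, including hits failing retest or dose response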; note: some compounds called inactive have numbers as strong as hits; many of its hits are not listed in these tables
IDE act: activators of human insulin-degrading enzyme in cells | P14735 | HEK cells, FAbeta-B cleavage, fluorescence polarization; 0% vehicle, 100% cell-free pure enzyme wells | activation, % at 5.96 µM | hit rate 0.073% among 340,000;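 active = activation above the mean of all tested compounds plus 3 SD, set per screening campaign, cut at about 17% in these data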
Target sequence (P14735 whole entry, looked up): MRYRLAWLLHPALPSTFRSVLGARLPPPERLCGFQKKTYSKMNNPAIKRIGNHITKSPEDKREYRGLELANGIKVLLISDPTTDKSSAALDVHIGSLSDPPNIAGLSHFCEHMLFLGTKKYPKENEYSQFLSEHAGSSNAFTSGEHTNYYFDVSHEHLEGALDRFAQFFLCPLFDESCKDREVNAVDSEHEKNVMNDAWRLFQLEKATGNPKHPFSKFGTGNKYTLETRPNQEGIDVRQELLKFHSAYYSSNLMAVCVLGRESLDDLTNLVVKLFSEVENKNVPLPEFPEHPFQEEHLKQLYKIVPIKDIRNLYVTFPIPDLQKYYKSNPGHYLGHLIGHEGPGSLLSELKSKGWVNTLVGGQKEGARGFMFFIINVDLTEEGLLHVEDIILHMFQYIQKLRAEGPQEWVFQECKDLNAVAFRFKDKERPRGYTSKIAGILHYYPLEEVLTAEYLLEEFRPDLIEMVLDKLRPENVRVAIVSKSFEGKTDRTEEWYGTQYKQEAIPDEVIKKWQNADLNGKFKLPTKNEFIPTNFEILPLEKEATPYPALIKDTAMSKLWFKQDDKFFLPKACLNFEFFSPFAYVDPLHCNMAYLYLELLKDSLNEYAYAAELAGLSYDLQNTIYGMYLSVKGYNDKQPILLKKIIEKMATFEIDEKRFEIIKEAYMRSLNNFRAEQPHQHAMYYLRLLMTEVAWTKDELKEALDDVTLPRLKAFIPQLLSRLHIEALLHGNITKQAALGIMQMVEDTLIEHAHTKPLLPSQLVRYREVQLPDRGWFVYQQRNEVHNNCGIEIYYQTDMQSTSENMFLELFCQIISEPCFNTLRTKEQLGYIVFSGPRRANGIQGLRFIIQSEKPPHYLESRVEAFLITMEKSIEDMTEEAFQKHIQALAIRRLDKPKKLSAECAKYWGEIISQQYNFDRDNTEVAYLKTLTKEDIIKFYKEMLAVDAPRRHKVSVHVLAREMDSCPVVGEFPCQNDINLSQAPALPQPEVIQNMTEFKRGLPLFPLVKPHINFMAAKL
IDE inh: inhibits human insulin-degrading enzyme in HEK cells. P14735. FAbetaB cleavage, fluorescence polarization. inhibition, % at 5.59 µM. hit rate 0.41% among 320,000. AID 434962;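 active = percent inhibition above the average of all tested compounds plus 3 SD, set per screening campaign, cut at about 16% in these data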;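 note: IDE supplied by intact live HEK cells; FP after avidin binding of uncleaved biotin substrate so inhibition keeps polarization high; 0% = DMSO wells and 100% = 60 µM reference IDE inhibitor Ii1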
An asterisk follows results filed as active; / = no result given. Outcome played no part in choosing rows, and some 3.2% of all compounds hit somewhere here.

SMILES	SUMO HTRF inh	CRFBP-R2 block	GalR3 antag	NS3 helicase inh	VIM-2 inh	IMP-1 inhibitor	p-CIP stab down	IDE act	IDE inh
COc1cc(OC)cc(C(=O)N/N=C/c2ccc(OC)c(COc3ccc(F)cc3)c2)c1	-10	-45	-3	-18	-2.2	0.9	-2	-1	5
Cc1ccc(NC(=O)CCC(=O)NNC(=S)Nc2ccc(F)cc2)c(C)c1	5	-18	-10	4	-3.5	-4.0	-12	-2	3
O=C(O)c1cnn2c1C(=O)N(Cc1cccs1)CC2	6	0	0	3	-1.8	-3.5	-2	/	-7
CCCc1nc2c(=O)[nH]c3ccccc3c2o1	-9	-10	-1	6	-1.1	-3.9	-15	9	0
Cc1sc2ncnc(N[C@@H](CCC(=O)O)C(=O)O)c2c1C	7	-4	-4	0	-2.0	-6.5	5	0	-4
CCOC(=O)N1CCN(C2CCCN(C(=O)c3ccccc3C(F)(F)F)C2)CC1 (centres undefined)	18	-3	-2	15	-0.3	2.1	-6	0	/
CCOc1ccc(CNC(=O)C2CCCN(c3nnc(C)c4c(C)n(-c5ccccc5)nc34)C2)cc1 (centres undefined)	13	-4	1	-21	-0.4	-2.6	-16	-4	-2
Cc1ccc(NC(=O)CSc2nnc(-c3ccco3)o2)c(C)c1	-2	-6	-3	20	-3.4	-2.8	-3	4	-1
Cc1nnc(NC(=O)CSc2nnc(Cc3cccn3C)n2-c2ccccc2)s1	8	13	/	18	-2.2	-4.4	-8	4	0
CCOC(=O)c1c(NC(=O)c2cc(-c3cccc(O)c3)on2)sc(C(C)=O)c1C	-5	25	1	4	-2.7	-3.3	3	0	4
Cc1ccc(C(=O)Nc2cccnc2)cc1S(=O)(=O)N1CCOCC1	17	8	-2	-2	-2.5	-2.4	-9	5	-3
Cc1cc(NC2CCCC2)n2ncc(-c3ccccc3)c2n1	14	-1	-10	-18	-0.8	-2.3	-6	-2	0
COc1ccc(N2CCN(C(=O)Cc3ncc(C(F)(F)F)cc3Cl)CC2)cc1	8	15	-4	-5	0.4	-0.3	1	4	8
COc1ccc(C(=O)COc2ccccc2C#N)cc1	-10	9	-1	-3	-3.2	-3.7	1	-2	9
COc1ccc(NC(=O)c2cc(-c3ccccn3)nc3ccccc23)c(OC)c1	/	-7	-3	/	/	/	/	-2	-1
O=C(Nc1ccc(N2CCCCC2)cc1)C1CCCN1S(=O)(=O)c1ccc(F)cc1 (centres undefined)	/	-6	-2	/	/	/	/	4	5
COCCN1C(=S)NC(c2cccc(C(F)(F)F)c2)C(C(=O)N2CCOCC2)=C1C (centres undefined)	11	-19	7	12	0.5	-1.0	-5	-2	-1
Cc1ccc(N2CC(C(=O)OCC(=O)C(C)(C)C)CC2=O)cc1 (centres undefined)	24	-10	-4	-7	-0.8	-1.2	4	2	-4
Cc1cccc(NC(=O)C2CCCN2C(=O)NC2CCCCC2)c1 (centres undefined)	19	-5	-2	0	-4.8	-2.5	-7	1	-4
CCOC(=O)c1nn(-c2ccccc2F)c2nc(Nc3ccccc3)cc(=O)n12	-7	1	2	2	3.5	-1.9	-4	-3	-2
COc1ccc(-c2noc(N3CCC(C(=O)Nc4ccc(OC)cc4OC)CC3)n2)cc1	2	-23	/	23	1.1	1.2	4	1	-1
O=C(CCCCCNC(=O)N1CCn2c1nc1ccccc12)NCCc1ccccc1	15	4	-1	1	-1.1	-2.1	-12	4	0
O=C(COc1cccc(F)c1)NNC(=O)Cc1ccc(Br)cc1	/	24	-6	/	/	/	/	-3	2
CCOC(=O)c1c(C)[nH]c(NC(=O)Nc2c(C)n(C)n(-c3ccccc3)c2=O)c1C	34	-13	7	8	1.2	-2.0	-11	7	0
CCc1ccccc1NC(=S)/N=C(\N)Nc1nc(C)c2cc(C)ccc2n1	-13	-27	-6	7	-0.7	-4.3	2	4	0
CCOc1ccccc1NC(=O)C1CCCN(C(=O)Nc2ccccc2)C1 (centres undefined)	-1	13	-3	1	-1.1	2.2	-10	3	0
CC(C)(C)OC(=O)C[C@@H]1C/C=C\C[C@H](CC(=O)NCCO)C(=O)N[C@@H](Cc2ccccc2)COC1=O	/	1	-2	/	/	/	/	5	3
COc1ccc2c(Cl)c(C(=O)NCCc3ccc(S(N)(=O)=O)cc3)sc2c1	-3	-3	-9	-4	-1.6	-3.2	2	0	3
N#C/C(=C\c1ccncc1)c1nc2ccccc2[nH]1	8	-32	-4	3	0.1	-1.7	3	/	/
COc1ccc(OC)c(NC(=O)CNC(=O)Cn2ccc3ccccc3c2=O)c1	13	12	0	-7	-1.2	0.7	-8	-5	-5
c1ccc2c(c1)NC(c1ccncc1)n1c-2nc2ccccc21 (centres undefined)	14	-7	-5	1	0.5	-3.9	5	1	-2
Cc1ccc(-n2nc3c(c2NC(=O)c2cccs2)CS(=O)(=O)C3)cc1C	-5	1	-1	12	1.0	-1.7	-16	-3	10
CCN1CCN(c2cc(C)c3cc(NC(=S)N(CC)CC)ccc3n2)CC1	16	8	7	-16	1.3	-2.0	7	-3	-7
COc1ccc(NC(=O)CN(C)C(=O)CCCSc2nc3ccccc3[nH]2)cc1	/	8	-1	/	/	/	/	-1	-1
CC(Sc1nnc(-c2ccccc2F)n1C)C(=O)NC1CCCCC1 (centres undefined)	/	-2	-1	/	/	/	/	2	1
CCc1nc(NC(=O)NS(=O)(=O)c2ccccc2C(=O)OC)nc(OC)n1	13	-4	-1	-4	-2.1	-3.0	-6	2	2
CC(=O)c1cc2c(cc1NC(=O)CCn1cccc1)OCO2	3	-9	-5	6	-2.6	-4.2	9	-1	-4
CC12CCC(CC1=O)C2(C)C (centres undefined)	/	-5	-5	/	/	/	/	-2	-3
COc1cc(CC(=O)OCC(=O)NCc2ccc(C)cc2)cc(OC)c1OC	/	-1	-4	/	/	/	/	3	4
CCNC(=S)N1CCC(C(O)(c2ccccc2)c2ccccc2)CC1	-3	0	-2	7	-2.8	-1.9	-12	5	2
O=C(O)c1cccc(-n2c(/C=C/c3cccc([N+](=O)[O-])c3)nc3ccccc3c2=O)c1	5	15	-1	2	2.4	-1.5	9	7	0
Cc1nc(SCC(=O)NCC2CCCO2)c2c3c(sc2n1)CCCC3 (centres undefined)	16	-7	-8	-2	1.0	-2.4	-8	2	-2
COc1ccc(NC(=O)COC(=O)C2CC(=O)N(c3ccc(C)cc3)C2)cc1 (centres undefined)	10	-1	-6	12	-1.0	0.0	-7	-3	-12
CCc1ccc(CNC(=O)CC2C(=O)NCCN2Cc2ccccc2F)nc1 (centres undefined)	-14	6	2	-15	-6.6	-1.3	16	2	1
Cc1cccc(NC(=O)/C(=C/c2cccc([N+](=O)[O-])c2)NC(=O)c2cccs2)c1	26	-6	3	1	-3.3	-4.4	-8	-4	2
COc1ccc(C(=O)N2CCN(C3CCCCC3)CC2)cc1OC	20	16	-11	-14	-2.6	-2.3	-10	3	2
CCc1nnc(NC(=O)CCC(=O)N2CCN(Cc3ccc(F)cc3)CC2)s1	15	-1	2	9	-1.0	-1.5	-2	6	-1
N#CC1=C(N)Oc2cc(N)ccc2C1c1ccc(F)cc1F (centres undefined)	6	-65	-10	-10	-1.1	0.7	-5	3	7
O=C(Cc1c[nH]c2ccccc12)Nc1nccs1	22	11	-1	-6	-3.0	-0.3	-8	1	9
COc1ccc2nc(C)[nH]c(=O)c2c1	21	8	-4	0	0.5	-5.8	-3	0	-2
Further compounds:
SMILES	SUMO HTRF inh	CRFBP-R2 block	GalR3 antag	NS3 helicase inh	VIM-2 inh	IMP-1 inhibitor	p-CIP stab down	IDE act	IDE inh
Cc1cccc2cc(C#N)c(NCCCNS(=O)(=O)c3ccc(Cl)cc3)nc12	-2	-8	-2	-4	-1.9	-2.8	2	4	3
O=C(NC1CCCCC1)C(c1cccs1)N(CC1CCCO1)C(=O)c1csnn1 (centres undefined)	3	-3	-4	-4	-2.0	-0.3	-10	0	7
COc1cc(SC)ccc1C(=O)Nc1ccc2c(c1)CCN2S(C)(=O)=O	12	-17	-1	-1	-0.7	-3.1	0	-6	-1
C/C(=N\NC(=O)c1nnn(-c2nonc2N)c1CN1CCC(C)CC1)c1cccc(Br)c1	-11	-4	-10	-12	-2.5	-1.7	0	3	1
CCOC(=O)c1c(C)[nH]c(C)c1C(=O)COC(=O)c1sccc1C	/	-5	-3	/	/	/	/	2	-4
COc1cc(OC)c(OC)cc1CNCC1COc2ccccc2O1 (centres undefined)	/	6	-4	-4	-1.5	-2.8	/	7	2
NC(=O)CSc1nnc(-c2ccco2)n1N	8	7	-3	0	0.7	-0.3	-13	3	0
Cc1ccc(-c2nc3ccc([N+](=O)[O-])cc3[nH]2)cc1	6	-4	0	-1	-3.0	-3.3	3	-1	11
COc1cccc(C2CC(c3ccccc3)=NN2S(=O)(=O)c2ccccc2)c1OC (centres undefined)	-12	10	-3	-28	0.5	0.2	-5	0	6
CC1(C)CN(c2ccc(F)cc2)C1=O	4	-1	-4	-3	-3.9	-4.5	3	2	1
COc1ccc(-n2cnnc2SCC(=O)N(C)c2ccccc2)cc1	2	-8	-3	-16	-2.8	-1.8	-1	4	0
O=C(O)/C(=C\c1ccco1)NC(=O)c1ccc(Br)o1	/	15	2	/	/	/	/	10	-4
O=C(Nc1nnc(C2CC2)s1)c1cc(-c2ccccc2)nn1-c1ccccc1	-1	-7	5	3	-4.6	-4.8	-6	4	0
Fc1ccc(N2CCN(C3CCC(c4ccccc4)CC3)CC2)cc1 (centres undefined)	-4	-1	-12	-9	-2.5	-2.8	-6	1	6
COc1ccc(NS(=O)(=O)c2ccc3oc4ccccc4c3c2)cn1	-14	-18	-5	-6	-2.6	-1.4	-2	5	-5
CN(C)C(=O)c1ccc(-c2cc3onc(-c4ccccc4)c3c(=O)n2C)cc1	/	4	-8	/	/	/	/	-4	7
COc1ccc(CN2CCOC2=O)cc1OC	-1	9	-4	-2	-2.7	-3.0	-6	5	-1
COc1ccccc1N(C)S(=O)(=O)c1ccc(Cl)c(C(=O)N2CCC2)c1	/	2	-4	/	/	/	/	5	1
CCCS(=O)(=O)N1CCN(C(=O)c2ccccc2F)CC1	-7	25	-6	0	-1.4	-2.3	0	0	6
C[C@@H]1CN([C@H](C)CO)C(=O)c2cc(NC(=O)Nc3ccc(C(F)(F)F)cc3)ccc2O[C@H]1CN(C)S(=O)(=O)c1cccs1	/	-1	-7	/	/	/	/	3	6
COc1ccc(Cl)cc1NC(=O)CCS(=O)(=O)c1ccc(Br)cc1	-1	-8	-9	-2	-2.1	9.0*	-14	-4	4
O=C(C1COc2ccccc2O1)N1CCN(c2nc3ccc([N+](=O)[O-])cc3s2)CC1 (centres undefined)	/	16	-2	/	/	/	/	8	4
